# SV40 large T antigen: SV40 large T antigen inhibitors, biochemical (AID 1903). hit rate 0.39% among 310,000. SV40 large T antigen ATPase/helicase inhibition assay; higher % means a stronger effect. inhibition, % at 20 µM, or IC50 in µM where a hit was titrated; in the data active = a potency from the dose series; inconclusive = inhibition mostly from about 32% at the one dose, without a potency; inactive = the rest, 99 in 100 with inhibition below about 32%; note: strong numbers were not always called active
# Rac1 GTP hydrolysis: MgcRacGAP GTPase-activating activity inhibitors, confirmation, biochemical, ADP Hunter fluorescence; hit rate 0.6% among 340,000; MgcRacGAP-stimulated Rac1 GTP hydrolysis, ADP Hunter fluorescence; higher % means a stronger effect; GST-tagged Rac1 F28L mutant substrate; inhibition, % at 30 µM; hits with a dose series show IC50 in µM;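 active = first-screen hits whose inhibition reached a set limit at any dose in the follow-up dose series; inconclusive = inhibition above the set first-screen limit but never retested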;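 note: fluorescence reports GDP produced by GAP-driven GTP hydrolysis; strong numbers were not always called active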
# Dengue-2 NS5 capping: Dengue-2 NS5 methyltransferase inhibitors, primary screen, biochemical, confirmation dose response (AID 588689); Dengue-2 NS5 methyltransferase capping enzyme assay, biochemical; higher % means a stronger effect; one-dose inhibition, % at 25 µM; IC50 in µM for titrated hits; hit rate 0.3% among 340,000; in the data active = a potency from the dose series; inconclusive = inhibition above about 29% without an active follow-up result
# GPR35 antagonists: GPR35 antagonists blocking zaprinast-driven arrestin recruitment, primary screen, imaging, U2OS, beta-arrestin-GFP, zaprinast agonist (AID 2058); U2OS GPR35 beta-arrestin-GFP translocation imaging, zaprinast antagonism; higher % means a stronger effect; inhibition, % at 10 µM; hits with a dose series show IC50 in µM; hit rate 0.052% among 290,000;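 active = inhibition of at least 50% with at least 30 cells and total cytoplasm GFP at most 10,000,000; inconclusive = under 30 cells or total GFP of 10,000,000 plus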
# CSM14.1 death rescue: protection against thapsigargin-triggered cell killing – 384-well, CSM14.1, ATP luminescence, primary screen (AID 1222); CSM14.1 thapsigargin-induced death rescue, ATP luminescence; higher % means a stronger effect; 190,000 tested, under 10 active; one-dose cellular ATP content (survival), % at 20 µM; EC50 in µM for titrated hits;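 active = EC50 below 50 µM in the dose-response confirmation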;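 note: death triggered by thapsigargin at about 15 µM added after 2 h compound pretreatment; cell ATP read after overnight thapsigargin exposure of roughly 18 to 22 hours; normalized against plate controls of thapsigargin alone and 5% DMSO vehicle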
# PhoP inhibition: PhoP-dependent GFP reporter repression – Salmonella Typhimurium, primary screen (AID 1863); hit rate 0.16% among 300,000; one-dose inhibition, % at 50 µM; IC50 in µM for titrated hits; S. Typhimurium PhoP-regulated promoter GFP reporter, 4 h; higher % means a stronger effect;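 active = inhibition over 29.93%, a cutoff 3 SD above the screen mean, later confirmed by dose response; inconclusive = inhibition over 29.93% but no dose response follow-up; inactive = inhibition at most 29.93% or unconfirmed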;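 note: 0% = low Mg2+ inducing control and 100% = high Mg2+ repressing control; strong numbers were not always called active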
# LYP phosphatase: inhibitors of LYP phosphatase, biochemical, fluorescence intensity, uHTS (AID 1779) | recombinant LYP phosphatase, fluorescence intensity; higher % means a stronger effect | inhibition, % at 11.5 µM; hits with a dose series show IC50 in µM | hit rate 0.054% among 290,000; in the data active = inhibition above about 50%;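 note: plate controls were vehicle with enzyme for no effect and no enzyme for full effect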
# RSV CPE inhibition: RSV antiviral activity via CPE protection, HEp-2 cells, primary 10 µM value included (AID 2391) | CPE inhibition, % at 10 µM, or IC50 in µM where a hit was titrated | HEp-2 cells, RSV-induced CPE inhibition; higher % means a stronger effect | hit rate 0.13% among 310,000; in the data active = a potency from the dose series; inconclusive = CPE inhibition mostly from about 23% at the one dose, without a potency; inactive = the rest, 99 in 100 with CPE inhibition below about 21%; note: strong numbers were not always called active
# West Nile virus CPE: inhibition of WNV-induced cytopathic effect – cell-based, CPE readout (AID 1621); CPE inhibition, % at 10 µM, or IC50 in µM where a hit was titrated; hit rate 0.02% among 290,000; West Nile virus-infected cells, CPE inhibition; higher % means a stronger effect; in the data active = a potency from the dose series; inconclusive = CPE inhibition mostly from about 3.7% at the one dose, without a potency; inactive = the rest, 99 in 100 with CPE inhibition below about 2.2%; note: strong numbers were not always called active
# Dengue-2 NS5 capping pilot replicate: also measured in Dengue-2 NS5 capping; calls as there; inhibition, %; measured here: pilot screen replicate inhibition
# The depositor's hits bear a star; ? = inconclusive; / = no result given.
SMILES,SV40 large T antigen,Rac1 GTP hydrolysis,Dengue-2 NS5 capping,GPR35 antagonists,CSM14.1 death rescue,PhoP inhibition,LYP phosphatase,RSV CPE inhibition,West Nile virus CPE,others
Clc1nc(NCc2ccco2)nc(N2CCCCC2)n1,6%,3%,-2%,7%,-0.1%,-10%,-4%,3.2%,-0.1%,
CCOC(=O)C1CCN(C(=O)CNC(=O)c2nn(-c3ccc(OC)cc3OC)c(=O)c3ccccc23)CC1,13%,1%,4%,17%,/,5%,-5%,2.7%,-0.6%,
CCCNC(=O)CSc1nc(Cc2ccccc2)nc2ccccc12,10%,10%,-1%,3%,/,9%,-8%,13%,0.6%,
S=C1CCC(c2ccc(Cl)cc2)=NN1c1ccccc1,13%,-9%,-1%,-10%,/,-10%,0%,12%,0.1%,
COc1ccc(NC(=O)COC(=O)C2CC(=O)N(c3ccc(OC(C)C)cc3)C2)cc1 (stereo not drawn),11%,5%,-7%,-9%,/,-3%,-3%,0.7%,0.3%,
Cc1ccc(NC(=O)c2cc(C)nc3ccccc23)cc1,23%,20%,/,5%,/,-1%,-5%,1.2%,-0.4%,
CC(C)OC(=O)C(C)Nc1n[nH]c(=S)[nH]c1=O (stereo not drawn),10%,-6%,4%,-1%,0.4%,9%,-6%,/,0.6%,
O=C(CSCCN1C(=O)c2ccccc2C1=O)Nc1ccc2ccccc2c1,22%,9%,-7%,5%,1.5%,5%,-1%,1.8%,0.0%,
COc1ccc(CCNC(=O)CN(CCc2ccccc2)S(C)(=O)=O)cc1,-6%,1%,1%,7%,0.4%,9%,-10%,-0.5%,-0.5%,
CCc1nn(C(CC)C(=O)NCc2cccc(OC)c2)c(=O)c2cc3occc3n12 (stereo not drawn),13%,11%,0%,-6%,/,-5%,-12%,3.7%,-0.2%,
Cc1ccc(NC(=O)CCSc2nnc3ccccn23)cc1,13%,3%,4%,3%,0.0%,12%,-7%,0.0%,-0.1%,
COc1ccc(C2CC(c3ccccc3)=NN2C(=O)COC(=O)c2nc3nccc(C)n3n2)cc1 (stereo not drawn),21%,6%,-7%,-6%,0.8%,-5%,-2%,3.8%,-0.4%,
O=C(CCCOc1ccccc1)Nc1nccs1,19%,5%,-7%,10%,-0.3%,-1%,-7%,-0.4%,-0.5%,
CCOc1ccc(CCNC(=O)CN2C(=O)NC(CCSC)C2=O)cc1OCC (stereo not drawn),9%,6%,-15%,9%,0.4%,-5%,-6%,1.3%,0.3%,
CC(=O)Nc1ccc2c(c1)ncn2C,2%,3%,2%,3%,-2.6%,7%,-2%,1.5%,1.2%,
CC(=O)N1c2c(cc(Br)cc2S(=O)(=O)NCc2cccnc2)CC1C (stereo not drawn),16%,4%,-1%,-7%,-2.1%,5%,-7%,-0.5%,0.5%,
CCCCCOc1ccc(NC(=O)CSc2cccc3cccnc23)cc1,12%,11%,2%,0%,0.5%,-4%,6%,2.0%,-0.6%,
C=CCNc1nc(-c2ccccc2)nc(-n2ccnc2)n1,8%,6%,-1%,5%,0.2%,15%,-6%,1.5%,-0.5%,Dengue-2 NS5 capping pilot replicate=-4.2
CCN(Cc1ccccc1)C(=O)c1cc(-c2ccc(OC)c(OC)c2)nc2ccccc12,3%,-6%,-1%,-16%,/,5%,-11%,1.6%,0.4%,
CCCCCCNC(=O)C(=O)NCCc1ccc(Cl)cc1,22%,7%,-1%,-8%,-1.1%,-6%,-4%,-0.8%,-0.2%,
C/C(=N\NC(=O)CNc1ccccc1)c1ccccc1,-7%,-1%,-4%,11%,-1.3%,5%,-8%,2.5%,0.9%,
Nc1cccc2[nH]c(C(F)(F)F)nc12,21%,13%,12%,1%,-0.7%,1%,1%,0.1%,0.0%,
O=C(OCCN1C(=O)c2ccccc2C1=O)c1cc(S(=O)(=O)N2CCOCC2)ccc1F,4%,5%,3%,14%,-3.7%,3%,-2%,1.6%,0.0%,
CN(C)c1ccc(N=Nc2cccc(F)c2)cc1,-4%,2%,-1%,22%,/,4%,-5%,-1.1%,0.5%,
CCOC(=O)C1CCN(Cc2cc(=O)n3c(-c4ccccc4)csc3n2)CC1,3%,1%,-12%,-9%,4.0%,-2%,-4%,1.1%,1.8%,
SMILES,SV40 large T antigen,Rac1 GTP hydrolysis,Dengue-2 NS5 capping,GPR35 antagonists,CSM14.1 death rescue,PhoP inhibition,LYP phosphatase,RSV CPE inhibition,West Nile virus CPE,others
O=C(c1ccoc1)N1CCCC(CO)(CCCc2ccccc2)C1 (stereo not drawn),14%,1%,-3%,0%,/,1%,-6%,1.4%,-1.4%,
CC(C)OCCCNC(=O)c1cc(S(=O)(=O)N2CCCCC2)c[nH]1,/,17%,-2%,2%,/,/,-10%,-0.4%,-0.5%,
CCCCCn1c(SCCc2ccccc2)nc2c1c(=O)[nH]c(=O)n2C,15%,6%,-1%,-8%,0.4%,-12%,-6%,2.0%,0.2%,
COc1ccc2cc(-c3nc4ccccc4n3C)c(=O)oc2c1,23%,9%,-10%,-3%,-1.4%,8%,-8%,4.4%,-0.3%,
CCNC(=O)C1CCCN1S(=O)(=O)c1ccc(OC)cc1 (stereo not drawn),17%,8%,-2%,-4%,7.8%,-8%,-12%,1.3%,1.5%,
COC(=O)C1=C(C)NC(=O)CC1c1ccc(C(=O)OC)cc1 (stereo not drawn),15%,10%,-3%,1%,-1.3%,2%,-1%,1.3%,1.1%,
COC(=O)CN1C(=O)[C@H]2[C@@H](c3ccc(C)o3)N3C(=O)CN(Cc4ccccn4)C(=O)[C@@]3(Cc3ccccc3)[C@H]2C1=O,11%,11%,4%,1%,/,-5%,-13%,0.5%,-0.6%,
CCSc1nnnn1-c1ccccc1,0%,10%,1%,6%,-0.4%,15%,4%,2.8%,0.1%,
CCc1ccc2oc(=O)cc(CN3CCC(C)CC3)c2c1,6%,7%,-9%,-4%,0.8%,-7%,-3%,1.9%,0.6%,
O=C(NCCCNC(=O)c1ccc(F)cc1)c1ccc(F)cc1,8%,8%,1%,9%,/,-9%,1%,2.4%,-0.1%,
CSC1=N/C(=C\c2ccc(C)cc2)C(=O)S1,8%,8%,-5%,18%,-2.3%,-12%,-7%,0.7%,0.1%,
O=C(NCCCN1CCCC1=O)C(=O)NCC1OCCCN1S(=O)(=O)c1cc(F)ccc1F (stereo not drawn),12%,-1%,-3%,3%,/,0%,-9%,1.4%,0.3%,
Cc1cc(C)n(CCC(=O)N=Nc2c(O)[nH]c3ccccc23)n1,21%,8%,-2%,-2%,/,-5%,-5%,-0.8%,0.5%,
Cc1ccc(CNC(=O)c2cc3c(-c4ccc(Cl)cc4)nn(C)c3s2)o1,1%,11%,-13%,6%,1.3%,3%,-3%,3.9%,1.5%,
Cn1cc(/C=C2\SC(=S)N(N3CCOCC3)C2=O)c2ccccc21,-3%,-5%,-2%,-21%,/,-4%,-4%,-0.2%,0.1%,
Cc1ccc2nc(-c3ccc(SCC(=O)N4CCc5ccccc54)nc3)[nH]c2c1,-5%,7%,-5%,0%,-7.7%,8%,-8%,0.9%,-0.7%,
O=C(Nc1ccccc1Cl)NC1CCCCCCC1,16%,4%,-9%,-6%,/,-6%,-6%,2.0%,-0.6%,
Cc1ccc(CC2C(=O)N(c3cc(C)ccc3C)C(=O)C2C)cc1 (stereo not drawn),9%,4%,3%,-1%,/,-1%,0%,3.0%,-0.1%,Dengue-2 NS5 capping pilot replicate=-0.9
CC(=O)Nc1nonc1-n1nnc(C(=O)NCc2ccccc2)c1C,5%,9%,-1%,10%,/,-8%,-3%,6.8%,-0.5%,Dengue-2 NS5 capping pilot replicate=-1.8
CC(NC(N)=O)C(=O)Nc1ccc(Cl)c(S(=O)(=O)Nc2ccc(Br)cc2)c1 (stereo not drawn),8%,0%,-4%,-8%,-1.6%,-3%,3%,0.1%,-0.5%,
Oc1c(Br)cc(Br)cc1/C=N/n1c(-c2ccccc2)n[nH]c1=S,20%,8%,-13%,-1%,/,7%,-7%,3.0%,-0.5%,
O=C(c1ccc(Cl)nc1)N1CCC(Cc2ccccc2)CC1,10%,-2%,-5%,14%,/,1%,-5%,11%,0.8%,
Cc1ccc(N2C(=O)CC(Sc3ncccc3C(=O)O)C2=O)cc1 (stereo not drawn),8%,4%,-3%,-17%,0.5%,-3%,0%,-0.8%,0.6%,
C=CCc1cccc2cc(C(=O)O)c(=O)oc12,23%,7%,-3%,6%,1.7%,-1%,-8%,3.8%,0.2%,
O=C(N/N=C/c1cc(Cl)ccc1O)c1ccncc1,23%,0%,-22%,-13%,/,38µM*,-3%,1.8%,-0.1%,
SMILES,SV40 large T antigen,Rac1 GTP hydrolysis,Dengue-2 NS5 capping,GPR35 antagonists,CSM14.1 death rescue,PhoP inhibition,LYP phosphatase,RSV CPE inhibition,West Nile virus CPE,others
CCn1c(=N)n(CC(O)c2cccs2)c2ccccc21 (stereo not drawn),27%,5%,-9%,10%,-1.3%,-6%,-10%,0.8%,0.2%,
CC(C)Oc1ccc(Br)cc1C(=O)N/N=C/c1c[nH]c2ccccc12,2%,1%,-5%,-2%,/,13%,-2%,4.6%,-0.8%,
COc1ccccc1-c1nc2cc3ccccc3cc2nc1-c1ccccc1OC,9%,12%,-4%,-12%,0.8%,0%,0%,1.5%,-0.6%,
Cc1cc(=O)[nH]c(N/N=C/c2cc(C)n(CC(F)(F)F)c2C)n1,12%,10%,2%,2%,/,-9%,0%,?,0.6%,
COC(=O)c1ccccc1Oc1nc(Cl)cc(OC)n1,4%,13%,-1%,4%,-0.8%,2%,-10%,1.8%,-0.3%,
CN(Cc1ccccc1)c1ccc(C(CC(N)=O)NC(=O)c2ccccc2)cc1[N+](=O)[O-] (stereo not drawn),5%,10%,-3%,1%,/,/,-6%,-0.1%,-1.1%,
Cc1nn(-c2ccccc2)c(N2CCCC2)c1/C=N/NC(=O)c1cc(-c2cccnc2)nc2ccccc12,7%,4%,0%,-8%,0.8%,-20%,4%,7.3%,1.2%,
Cc1c(C)c2ccc(OCC(=O)N3CCC[C@@H]3C(=O)O)c(C)c2oc1=O,4%,5%,-2%,-1%,/,-4%,-5%,1.0%,0.1%,
CC(C)C(C(=O)O)N1C(=O)/C(=C/c2cccn2C)SC1=S (stereo not drawn),7%,-6%,-19%,1%,-1.1%,-9%,6%,0.7%,-0.1%,
CC1(C)CC(=O)C2=C(C1)Nc1ccccc1N(C(=O)C1CC1)C2c1ccco1 (stereo not drawn),8%,-4%,-4%,-3%,-2.1%,6%,-2%,1.0%,-0.7%,
Cc1cc(Br)c(OCc2ccc(C(=O)N/N=C3\CC(=O)CC(C)(C)C3)cc2)c(Br)c1,-10%,11%,2%,-5%,-3.2%,1%,-4%,17%,-1.0%,
